Apaf1 inhib: inhibitors of human Apaf-1 apoptosome, primary screen, biochemical, DEVD-Rh110 fluorescence, uHTS; Apoptotic protease-activating factor 1 (Homo sapiens), O14727; reconstituted apoptosome caspase-3 activity; inhibition, % at 20 µM; hit rate 0.71% among 330,000; active = inhibition of at least 40% at 20 µM;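 also: plate controls were DMSO wells for no effect and DEVD-CHO caspase inhibitor wells for full effect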
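Medium: Hepes buffer, pH 7.5 / System: biochemical Apaf-1 apoptosome reconstitution / Measured by: Rh110 fluorescence, excitation 480 nm, emission 540 nm / Times: compound with Apaf-1, dATP, procaspase-3 30 min, then 50 min reaction, room temperature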
Jurkat NFkB inh: inhibitors of induced NF-kB luciferase reporter, primary screen, TCR NF-kB activation inhibitor project, cell-based, luminescence, uHTS; Jurkat, PMA/ionomycin-induced NF-kB luciferase reporter; inhibition, % at 4 µM; hit rate 0.53% among 330,000; AID 435003, 2010
SENP8 inh: SENP8 protease inhibitors, primary screen, biochemical, luminescence; Sentrin-specific protease 8 (Homo sapiens), Q96LD8; purified SENP8, Z-RLRGG-aminoluciferin cleavage; inhibition, % at 10 µM; hit rate 1.2% among 330,000; AID 2540, 2010
CCR6 antagonist: CCR6 receptor antagonists, primary screen, cell-based, CHO-K1, luminescence, beta-arrestin, uHTS. C-C chemokine receptor type 6 (Homo sapiens), P51684. CHO-K1 CCR6 PathHunter beta-arrestin, CCL20-stimulated. AID 493098, 2011. hit rate 0.49% among 340,000. inhibition, % at 20 µM;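 active = compounds whose inhibition of the agonist-driven luminescence signal at 20 µM reaches about 50%, limit read from the data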;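 also: cells stimulated with CCL20 at 14 nM final; plate controls were DMSO with CCL20 for no effect and DMSO without agonist for full effect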
Target sequence (P51684 whole entry, looked up): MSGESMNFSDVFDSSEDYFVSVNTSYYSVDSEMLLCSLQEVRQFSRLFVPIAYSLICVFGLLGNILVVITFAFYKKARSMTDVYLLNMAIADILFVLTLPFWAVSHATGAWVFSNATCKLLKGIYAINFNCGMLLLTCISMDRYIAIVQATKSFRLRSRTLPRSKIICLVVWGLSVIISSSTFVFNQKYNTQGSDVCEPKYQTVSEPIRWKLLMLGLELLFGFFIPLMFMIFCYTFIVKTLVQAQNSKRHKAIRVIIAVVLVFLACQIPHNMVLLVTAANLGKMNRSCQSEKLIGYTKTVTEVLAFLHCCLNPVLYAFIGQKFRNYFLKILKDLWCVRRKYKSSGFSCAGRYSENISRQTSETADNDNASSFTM
Gli-Sufu block: Gli-Sufu pathway antagonists, primary screen, luciferase luminescence, Sufu-KO-LIGHT cells, uHTS; Sufu-KO-LIGHT fibroblasts, Gli luciferase reporter luminescence; inhibition, % at 5 µM; hit rate 0.74% among 340,000; AID 588413, 2011;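 active = inhibition above about 55%, limit read from the data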;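 also: 0% = DMSO-treated cells and 100% = wells with medium but no cells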
UBC13 polyUb: UBC13 polyubiquitin chain formation inhibitors, primary screen, biochemical, TR-FRET, uHTS | AID 485273, 2010 | Ubiquitin-conjugating enzyme E2 N (Homo sapiens), P61088 | hit rate 0.47% among 330,000 | inhibition, % at 20 µM; in the data active = inhibition above about 45%, passing the limit was not always enough
Target sequence (P61088 whole entry, looked up): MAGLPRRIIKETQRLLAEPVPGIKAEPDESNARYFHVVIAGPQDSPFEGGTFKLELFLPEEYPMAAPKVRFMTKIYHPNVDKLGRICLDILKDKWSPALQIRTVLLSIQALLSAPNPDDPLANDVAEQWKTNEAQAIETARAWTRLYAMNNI
697 NFkB inh: inhibitors of PMA/ionomycin-induced NF-kB reporter, 697 cells, primary screen, B-cell NF-kB inhibitor project, cell-based, luminescence, uHTS; 697 B-cell NF-kB luciferase reporter, 16 h; inhibition, % at 4 µM; hit rate 0.33% among 330,000; AID 435022, 2010; in the data active = inhibition above about 35%
EBI2 antag: EBI2 receptor antagonists, beta-arrestin recruitment, primary screen, cell-based, luminescence, 7a,25-OHC stimulation, uHTS; hit rate 0.81% among 360,000; inhibition, % at 5 µM; G-protein coupled receptor 183 (Homo sapiens), P32249; 7a,25-OHC stimulated; in the data active = inhibition above about 38%;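 also: enzyme fragment complementation signal reports receptor beta-arrestin coupling in cells; 0% = agonist plus DMSO wells and 100% = wells without agonist; some results beyond the cut were filed as inactive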
Target sequence (P32249 whole entry, looked up, the tested form may be a part): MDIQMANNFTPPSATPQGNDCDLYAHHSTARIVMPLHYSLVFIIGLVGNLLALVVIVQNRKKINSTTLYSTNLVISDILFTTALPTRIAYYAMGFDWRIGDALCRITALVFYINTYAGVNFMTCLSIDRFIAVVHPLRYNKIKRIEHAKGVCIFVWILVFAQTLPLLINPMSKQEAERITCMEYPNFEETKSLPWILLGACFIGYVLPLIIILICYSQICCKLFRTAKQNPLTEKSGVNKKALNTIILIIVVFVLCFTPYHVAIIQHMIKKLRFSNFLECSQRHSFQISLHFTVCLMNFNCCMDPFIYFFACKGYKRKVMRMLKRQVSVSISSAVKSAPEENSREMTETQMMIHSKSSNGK
* = called active by the depositor; · = no result given. Rule as the data show it, unless noted: active = inhibition above about 50%; inactive = the rest. The list is partial; rates above refer to the full screens.

nr	Molecule	Apaf1 inhib	Jurkat NFkB inh	SENP8 inh	CCR6 antagonist
1	Cc1c(CN2CCN(C)C(CCO)C2)[nH]c2c(Cl)cccc12 (stereo unspecified)	-15	10	3	6
2	Cc1ccc(CNC(=O)CN(c2ccc(Cl)cc2)S(C)(=O)=O)cc1	2	-9	-2	1
3	Cc1cc(C(=O)Nc2ccc(CC(=O)O)cc2)c(C)o1	0	-9	-4	11
4	COC(=O)c1oc2ccc(Br)cc2c1NC(=O)CCN1CCOCC1	-5	-2	-6	3
5	Cc1csc(SCC(=O)Nc2cccc(C)c2C)n1	3	10	-8	7
6	COC(=O)c1cccc(NC(=O)NC(=O)c2ccccc2Cl)c1	6	62*	-3	-3
7	COc1ccc(CNc2n[nH]c(NCc3ccc(OC)c(OC)c3)n2)cc1OC	-5	5	-2	5
8	Cc1ccc(S(=O)(=O)c2c(N)n(NC(=O)c3ccccc3C)c3nc4ccccc4nc23)cc1	4	5	-9	26
9	Cc1nc2ccc(NC(=O)c3cccc(S(=O)(=O)N4CC(C)OC(C)C4)c3)cc2s1 (stereo unspecified)	-5	-3	-4	4
10	CCOC(=O)N1CCC(Nc2nc3ccccc3n3cnnc23)CC1	6	3	4	-4
11	O=C(Nc1cccc2ccccc12)c1cccc([N+](=O)[O-])c1	2	3	-5	1
12	COc1ccc(CCN(C)C(=O)Cn2c(=O)oc3ccccc32)cc1OC	-16	-10	-11	19

nr	Gli-Sufu block	UBC13 polyUb	697 NFkB inh	EBI2 antag
1	22	7	7	-5
2	-11	6	5	-11
3	-9	1	27	-11
4	3	4	0	-14
5	-8	-9	16	-3
6	-83	-5	3	-12
7	-1	6	13	3
8	-5	-5	1	14
9	3	-3	-16	9
10	3	7	12	-14
11	4	3	5	7
12	-21	0	-4	12

(list continues)
nr	Molecule	Apaf1 inhib	Jurkat NFkB inh	SENP8 inh	CCR6 antagonist
13	O=C(CN1C(=O)NC(c2ccccc2)(c2ccccc2)C1=O)NCc1ccc(F)cc1	9	15	-2	-7
14	O=C(NCc1ccc(Cl)cc1)c1cc(-c2cccs2)on1	-11	6	-6	1
15	CC[C@]1(C(=O)OC)[C@H]2C(=O)N(C)C(=O)[C@H]2[C@H]2CN(C)C(=NC)N21	10	·	·	12
16	CCOc1ccc(NC(=O)CSc2nnc(-c3ccccc3)n2N)cc1	9	-6	0	0
17	CCOc1ccc(C(=O)Nc2cccc(SC)c2)cc1	7	-29	82*	11
18	CSc1ccc(/C=N/Nc2nc(C)cc(=O)[nH]2)cc1	20	-18	4	10
19	CN(C)c1ccc(/C=N/NC(=O)c2cccc(C(=O)N/N=C/c3ccc(N(C)C)cc3)n2)cc1	1	-14	-1	-2
20	Cc1nn(CCS(=O)(=O)c2ccc(Cl)cc2)c(C)c1Br	-3	-10	-10	11
21	CCOC(=O)N1CCN(C(c2ccc(F)cc2)c2sc3nc(C)nn3c2O)CC1 (stereo unspecified)	3	-2	-8	1
22	CC(Oc1ccccc1[N+](=O)[O-])C(=O)N/N=C/c1ccoc1 (stereo unspecified)	-22	-12	-8	2
23	COc1ccc(-c2ccc(NCCC3=CCCCC3)nn2)cc1OC	-2	-2	-4	1
24	CN(Cc1nc(-c2cccs2)no1)CC1(N2CCOCC2)CCCCC1	8	4	-7	13

nr	Gli-Sufu block	UBC13 polyUb	697 NFkB inh	EBI2 antag
13	-3	10	6	4
14	-9	-6	16	11
15	-11	·	3	-3
16	-7	0	7	0
17	-11	2	-35	32
18	-13	-17	21	23
19	-7	-16	-5	-1
20	2	-1	5	-1
21	1	-7	15	-5
22	-15	-7	-2	14
23	1	1	-1	7
24	10	-4	-9	-17

(list continues)
nr	Molecule	Apaf1 inhib	Jurkat NFkB inh	SENP8 inh	CCR6 antagonist
25	CCCOc1ccc(N2C(=O)CC(N3CCN(S(=O)(=O)c4ccccc4)CC3)C2=O)cc1 (stereo unspecified)	3	-1	-7	-4
26	Cc1ccc(S(=O)(=O)N(C)Cc2ccc(C(=O)NN=C(CC(C)C)CC(C)C)cc2)cc1	12	-3	1	14
27	Cc1ccsc1/C=N/NC(=O)c1ccc(Cn2cc(Br)cn2)o1	8	-8	-2	4
28	Cc1ccnc(NC(=O)COc2ccc3c(c2)CCC3)c1	11	-98	94*	2
29	Cc1cc(N/C(=N\S(=O)(=O)c2ccc(F)cc2F)c2ccccc2)no1	8	-11	3	-6
30	Cc1cccc(C(=O)Oc2ccc(/C=N/NC(=O)c3ccc(O)cc3)cc2)c1	13	5	5	-17
31	Cc1ccc(/C=N\NC(=O)C2CN(S(=O)(=O)c3ccccc3)CCN2S(=O)(=O)c2ccccc2)cc1 (stereo unspecified)	7	10	-5	12
32	O=C(NCCN1CCCCC1)c1ccc(/C=N/O)nc1	-3	-9	-8	-7
33	Cc1ccc2c(c1)C1CN(C)CCC1N2CC(=O)N(C)c1ccccc1 (stereo unspecified)	-27	9	-5	-5
34	CCN1C(=O)/C(=C\N2CCN(c3ccc(F)cc3)CC2)SC1=S	16	0	-5	-8
35	C[n+]1ccn(CC(=O)c2ccc(Br)cc2)c1	0	-12	-9	9
36	Cc1ccc(-c2nc(SCC(=O)N(C)c3c(N)n(Cc4ccccc4)c(=O)[nH]c3=O)n[nH]2)cc1	0	1	0	-5

nr	Gli-Sufu block	UBC13 polyUb	697 NFkB inh	EBI2 antag
25	7	4	6	1
26	3	8	-3	-3
27	-6	-9	-14	-11
28	-13	3	7	-3
29	2	7	8	-2
30	-5	9	14	-14
31	7	0	-1	12
32	·	-7	9	-4
33	-1	7	-1	6
34	12	-13	8	-14
35	-1	-7	8	-6
36	12	-7	-1	-7

New compounds follow:
nr	Molecule	Apaf1 inhib	Jurkat NFkB inh	SENP8 inh	CCR6 antagonist
37	CCn1c2ccccc2c2cc(/C=N/n3cn[nH]c3=S)ccc21	19	1	-1	11
38	COc1ccccc1CNC(=O)C1CCC(CNS(=O)(=O)c2ccc(C)cc2)CC1 (stereo unspecified)	16	-11	4	5
39	Cc1csc(NC(=O)c2ccc(Cn3nc(C)c(Br)c3C)o2)n1	4	15	-1	3
40	COc1cc(/C=C/C(=O)OCC(=O)NCCCc2ccccc2)ccc1O	6	10	3	11
41	COC(=O)c1ccc(NC(=O)CSc2nc(C)cc(=O)[nH]2)cc1	-2	-5	-10	5
42	Nc1ncncc1-c1ccc([N+](=O)[O-])cc1	-29	7	2	1
43	CCOc1ccc(S(=O)(=O)n2c(C)nc3ccccc32)cc1	12	-10	-8	11
44	c1ccc2c(c1)OCC(CNc1ncnc3nc[nH]c13)O2 (stereo unspecified)	10	0	-12	-12
45	O=C1NC2(CCCCC2)C(=O)N1CC(=O)N(Cc1ccccc1)c1ccccc1	5	0	4	17
46	COc1ccc(C(=O)CC(=O)C(=O)Nc2ccc(C)cc2Cl)cc1	16	-3	6	26
47	CCOCCCNC(=O)CCc1ccc(-n2cnc3cccnc32)cc1	1	-6	2	6
48	Cc1cc(C)cc(C(=O)Nc2ccncc2)c1	5	10	-21	-2

nr	Gli-Sufu block	UBC13 polyUb	697 NFkB inh	EBI2 antag
37	9	11	13	-5
38	-13	-6	-13	-2
39	-21	8	-20	-2
40	-3	20	1	-1
41	3	-3	0	-18
42	7	-7	-7	-4
43	7	-6	-6	-2
44	3	-6	-24	2
45	6	0	25	1
46	-2	-12	-1	-7
47	-8	4	6	-11
48	-3	-5	4	-6

Complete entries, looked up by structure. Values in the order: Apaf1 inhib, Jurkat NFkB inh, SENP8 inh, CCR6 antagonist, Gli-Sufu block, UBC13 polyUb, 697 NFkB inh, EBI2 antag
COc1ccccc1CNC(=O)C1CCC(CNS(=O)(=O)c2ccc(C)cc2)CC1 (stereo unspecified) in the list: 16, -11, 4, 5, -13, -6, -13, -2
CCOCCCNC(=O)CCc1ccc(-n2cnc3cccnc32)cc1 in the list: 1, -6, 2, 6, -8, 4, 6, -11

New compounds follow.
nr	Molecule	Apaf1 inhib	Jurkat NFkB inh	SENP8 inh	CCR6 antagonist
49	COc1ccc(NC(=O)Cc2ccccc2F)cn1	-6	-7	5	9
50	Cc1cc2n(n1)C(c1ccc3c(c1)OCO3)Nc1c(C)cccc1-2 (stereo unspecified)	8	-9	-4	-7
51	CCCCCCC(NC(=O)c1ccc(C)cc1)C(=O)O (stereo unspecified)	17	·	·	11
52	O=C1/C(=C/c2cccs2)COc2ccccc21	1	1	81*	8
53	CCOC(=O)C1CCN(C(=S)NC(=O)c2cccs2)CC1	0	8	2	2

nr	Gli-Sufu block	UBC13 polyUb	697 NFkB inh	EBI2 antag
49	-12	-12	-10	-8
50	0	2	-7	2
51	41	·	3	-9
52	-3	14	-22	-13
53	-3	2	-2	-11

Gathered by group: those above containing an NH in an aromatic ring
nr	Molecule	Apaf1 inhib	Jurkat NFkB inh	SENP8 inh	CCR6 antagonist
1	Cc1c(CN2CCN(C)C(CCO)C2)[nH]c2c(Cl)cccc12 (stereo unspecified)	-15	10	3	6
7	COc1ccc(CNc2n[nH]c(NCc3ccc(OC)c(OC)c3)n2)cc1OC	-5	5	-2	5
18	CSc1ccc(/C=N/Nc2nc(C)cc(=O)[nH]2)cc1	20	-18	4	10
36	Cc1ccc(-c2nc(SCC(=O)N(C)c3c(N)n(Cc4ccccc4)c(=O)[nH]c3=O)n[nH]2)cc1	0	1	0	-5
37	CCn1c2ccccc2c2cc(/C=N/n3cn[nH]c3=S)ccc21	19	1	-1	11
41	COC(=O)c1ccc(NC(=O)CSc2nc(C)cc(=O)[nH]2)cc1	-2	-5	-10	5
44	c1ccc2c(c1)OCC(CNc1ncnc3nc[nH]c13)O2 (stereo unspecified)	10	0	-12	-12

nr	Gli-Sufu block	UBC13 polyUb	697 NFkB inh	EBI2 antag
1	22	7	7	-5
7	-1	6	13	3
18	-13	-17	21	23
36	12	-7	-1	-7
37	9	11	13	-5
41	3	-3	0	-18
44	3	-6	-24	2

Source: PubChem
